MC4R antag cAMP: blocks human MC4R cAMP signaling. P32245. MC4R-expressing cells, MTII-stimulated cAMP, LANCE TR-FRET. inhibition, % at 6.5 µM. 360,000 tested, 0.48% active. AID 540295;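 active = inhibition above its plate's cutoff, the mean of tested wells on that plate plus 3 SD, cut at about 29% in these data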;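 also: 0% = Melanotan II alone and 100% = Melanotan II plus saturating MCL0020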
Target sequence (P32245 whole entry, looked up): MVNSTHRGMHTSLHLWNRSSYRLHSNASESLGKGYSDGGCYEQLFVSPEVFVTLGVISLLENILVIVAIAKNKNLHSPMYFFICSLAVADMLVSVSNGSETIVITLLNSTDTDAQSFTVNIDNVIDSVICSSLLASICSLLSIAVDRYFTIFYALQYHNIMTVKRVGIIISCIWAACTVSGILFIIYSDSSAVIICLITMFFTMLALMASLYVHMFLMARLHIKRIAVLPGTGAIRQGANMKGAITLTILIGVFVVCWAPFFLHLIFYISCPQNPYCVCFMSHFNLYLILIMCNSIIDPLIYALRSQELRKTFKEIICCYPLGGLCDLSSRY
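System: U2OS cells stably expressing human melanocortin 4 receptor (MC4R). Reagent: Melanotan II challenge after compound preincubation. Doses: 6.5 µM. Times: 30-min compound, 1-h challenge, 1-h detection, room temperature. Measured by: TR-FRET with Eu-cAMP and labeled anti-cAMP, 671 nm. Replicates: singlicate.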
ABHD5 PLIN5 PPI: ABHD5-PLIN5 protein interaction inhibition. inhibition, % at 4 µM. 360,000 tested, 0.78% active. Split G. princeps luciferase complementation, luminescence, 4 h;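 active = inhibition above the mean inhibition across every tested compound plus 3 SD, cut at about 22% in these data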;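 also: 0% = DMSO only wells and the 100% control is not disclosed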
NOD2-RIPK2 inh: blocks binding of human NOD2 to RIPK2; O43353; CHO BLA complementation NOD2-RIPK2, CCF4 ratio; inhibition, % at 4.98 µM; 360,000 tested, 0.38% active; AID 624267; in the data active = inhibition above about 21%;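 also: 0% = vehicle only and 100% = reference blocker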
NCOA2 inhibitor: human SRC2 (NCOA2) inhibition | AID 651957 | inhibition, % at 9 µM | HEK293 GAL4-SRC2 luciferase reporter, luminescence | 370,000 tested, 0.17% active;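 active = inhibition above the mean inhibition of all tested compounds plus 3 SD, set per campaign, cut at about 52% in these data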;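 also: 0% = DMSO treated cells and 100% = cells given Gossypol at 36 µM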
TLR9-MyD88 block: TLR9-MyD88 interaction inhibition; CHO BLA complementation TLR9-MyD88, CCF4 FRET ratio; inhibition, % at 4.98 µM; 340,000 tested, 0.21% active;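 active = inhibition above the mean over all tested compounds plus 3 SD, cut at about 21% in these data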;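 also: 0% = DMSO only wells and 100% = clavulanate BLA inhibitor control wells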
Cardio protect: myocardial damage modulation in H9c2 cells; H9c2 cardiomyocytes, H2O2 injury protection, ATPLite, 2 h; protection from H2O2 cell death, % at 20 µM; 360,000 tested, 0.63% active;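 active = compounds giving at least 50% protection of heart cells from peroxide-induced death in the single-dose screen, raw or plate-pattern-corrected value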;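 also: 0% = DMSO wells with peroxide and 100% = DMSO wells without peroxide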
ABCB6 inh MLPCN: blocks the human ABCB6 transporter. fluorescence ratio to DMSO, % at 10 µM. AID 602162. 360,000 tested, 0.19% active. Q9NP58. K562-ABCB6 porphyrin accumulation, flow cytometry, 1 h; stronger effect = lower value;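 active = fluorescence ratio to DMSO below 75%, the collection mean minus 3 SD; inconclusive = too few cells collected in the well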;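 also: signal is porphyrin accumulated inside mitochondria; 100% equals median channel fluorescence of DMSO control wells; lower ratio means ABCB6 inhibition with less porphyrin fluorescence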
m5-HT2A agonist: activates the mouse 5-HT2A serotonin receptor. P35363. CHO-K1 mHTR2A beta-arrestin complementation, luminescence; percent of 30 µM serotonin response. activation, % at 7.6 µM. 360,000 tested, 0.66% active. AID 624169;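 active = activation above a run cutoff, the mean activation of all tested compounds plus 3 SD, cut at about 14% in these data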;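 also: 0% = plate median of compound wells and 100% = 30 µM serotonin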
Target sequence (P35363 whole entry, looked up): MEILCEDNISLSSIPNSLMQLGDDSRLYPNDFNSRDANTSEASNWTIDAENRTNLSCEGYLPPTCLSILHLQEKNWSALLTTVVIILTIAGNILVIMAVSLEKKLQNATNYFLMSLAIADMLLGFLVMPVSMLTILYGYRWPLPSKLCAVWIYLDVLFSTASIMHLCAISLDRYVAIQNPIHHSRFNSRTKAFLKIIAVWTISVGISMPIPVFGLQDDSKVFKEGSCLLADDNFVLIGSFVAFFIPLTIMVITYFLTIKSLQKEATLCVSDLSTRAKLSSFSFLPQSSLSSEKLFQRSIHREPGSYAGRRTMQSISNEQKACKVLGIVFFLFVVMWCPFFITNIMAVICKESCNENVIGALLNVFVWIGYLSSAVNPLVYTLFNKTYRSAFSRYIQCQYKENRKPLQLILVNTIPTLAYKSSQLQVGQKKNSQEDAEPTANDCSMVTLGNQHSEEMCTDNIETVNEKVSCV
Glyco luc inh: blocks N-linked glycosylation in D54 reporter cells; reporter increase, % at 12.5 µM; AID 588692; D54 ERlucT glycosylation luciferase reporter, 24 h; percent of 100 nM tunicamycin response; 360,000 tested, 0.23% active;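 active = mean luciferase reporter signal, scaled so untreated is 0 and the glycosylation-blocking control 100, at or above a set limit in every replicate; inconclusive = mean reaches the limit but not every replicate does; inactive = mean below the limit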;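 also: luciferase carries N-glycosylation sites so blocking glycosylation raises the light; 0% = median of neutral control wells and 100% = median of 100 nM tunicamycin wells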
MC4R ag barr: activates human MC4R beta-arrestin recruitment. P32245. U2OS MC4R beta-arrestin complementation, luminescence; percent of melanotan II response, DMSO zero. activation, % at 8.9 µM. 360,000 tested, 0.98% active. AID 540308;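 active = activation above a per-plate cutoff, the mean activation of sample wells on that plate plus 3 SD, cut at about 8% in these data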
Active calls of the source: *; u = inconclusive; x = no result given. An excerpt; count on the stated rates, not on these rows.

SMILES	MC4R antag cAMP	ABHD5 PLIN5 PPI	NOD2-RIPK2 inh	NCOA2 inhibitor	TLR9-MyD88 block	Cardio protect	ABCB6 inh MLPCN	m5-HT2A agonist	Glyco luc inh	MC4R ag barr
COc1ccc(NC(=O)[C@@H]2CCCN2C(=O)[C@@H]2Cc3ccccc3CN2C(=O)OC(C)(C)C)cc1	-4	-8	4	-11	-16	4	95	3	-2	0.1
O=c1c2ccccc2nc2n1C(CSc1ccc(F)cc1)CN2 (stereo not given)	-5	2	-5	12	6	5	90	-1	2	-0.9
COc1ccc(/C=C/C(=O)Nc2ccccc2)cc1OC	5	-3	-4	-20	0	0	100	-1	1	2.0
COc1ccc(OCC(=O)N/N=C(\C)c2ccc(OC)cc2)cc1	-2	-19	-1	16	4	6	92	2	0	-0.1
CN(C)S(=O)(=O)c1cccc(NC(=S)NC23CC4CC(CC(C4)C2)C3)c1	0	-2	-7	1	-1	-10	94	-5	-9	1.8
N#CC1=C(N)S[C@H](C(=O)C23CC4CC(CC(C4)C2)C3)[C@H]1c1ccncc1	-3	1	0	x	-10	1	102	0	-4	-2.2
CCCOc1ccc(/C=N/Nc2ccccc2[N+](=O)[O-])c(O)c1	12	2	5	-17	4	-5	92	-4	-18	-1.8
CC(C)OC(=O)CSc1nnc(-c2ccccc2)n1N	5	-2	-8	-17	-9	8	88	0	4	-1.1
COc1ccc(C2CC(O)(c3ccccc3)Oc3cc(OC)c(OC)c(OC)c32)cc1 (stereo not given)	-4	3	-1	-16	-1	9	100	-1	3	3.5
Cc1ccc(S(=O)(=O)N2CCN(C(=O)c3ccco3)CC2)cc1	-2	-8	4	15	-2	8	97	0	-2	-0.2
COc1ccccc1S(=O)(=O)N(C)C[C@@H]1OCc2cn(nn2)CCCC(=O)N([C@@H](C)CO)C[C@H]1C	5	1	-16	-32	7	-4	96	-2	2	-0.9
CS(=O)(=O)N(CC(=O)NCc1ccco1)c1ccc2c(c1)OCO2	1	16	-6	-10	1	-1	101	4	1	-0.2
O=C(CSc1ccccc1Cl)NC1CCCc2ccccc21 (stereo not given)	4	5	-11	12	7	15	85	-4	1	-0.8
CCCCOC(=O)c1[nH]c(C)c(C(=O)OC)c1C	-2	-4	-6	-39	-13	-6	89	-2	2	0.0
CCc1ccc(C(C)NC(=O)c2ncn[nH]2)cc1 (stereo not given)	8	6	-5	-14	-3	-8	93	1	2	2.0
O=C(OCc1ccccc1)N1CCOCCN(C(=O)OCc2ccccc2)CCOCC1	-3	7	7	0	3	-8	85	5	0	2.7
Cc1ccc(N2CC(C(=O)Nc3ccc(S(=O)(=O)N4CCOCC4)cc3)CC2=O)cc1 (stereo not given)	10	-3	-4	-18	5	-9	97	1	1	-0.8
CC1(c2nnc(-c3ccccc3)o2)CC(c2ccc(Cl)cc2)=NO1 (stereo not given)	4	-4	-16	-2	-7	-9	96	-10	-1	0.2
NC(=O)CSc1oc(-c2ccco2)nc1S(=O)(=O)c1ccc(F)cc1	-3	1	4	x	-6	5	93	2	-2	-1.0
O=C(O)c1cccc(S(=O)(=O)N(Cc2ccccc2)c2cccc(C(F)(F)F)c2)c1	12	-2	-13	-14	-3	8	81	2	1	-0.2
Cc1ccc(NC(=O)CSc2nc3ccc(Nc4nc(N5CCOCC5)nc(N5CCOCC5)n4)cc3s2)cc1	0	0	-2	-20	-1	-7	91	10	-11	-1.3
COc1ccc(/C=C/C(=O)Nc2cc(C(F)(F)F)ccc2Cl)cc1	-2	8	-4	-17	-9	-5	95	-5	0	7.6
CC(=O)Nc1ccc(C(=O)OCC(=O)N(c2ccccc2)C2CCCCC2)cc1	6	-4	7	28	6	22	97	-5	1	-0.2
CCOC(=O)N1CCC(NC(=O)CCCC(=O)O)CC1	6	-2	6	-10	x	4	100	3	2	-0.4
COc1ccc(N/N=C(/N=Nc2nc(C)cc(=O)[nH]2)c2ccccc2)cc1	5	0	-2	15	2	-5	95	4	-8	-1.1
CCN1C(=O)c2cccc3c(S(=O)(=O)Nc4ccccc4O)ccc1c23	3	5	-18	-23	0	-2	98	-2	u	0.0
Cc1nc(C)c(C(=O)NNS(=O)(=O)c2ccc3ccccc3c2)s1	23	7	-7	8	-8	-11	100	4	0	-0.7
O=C(CN1C(=O)CCS(=O)(=O)c2ccccc21)Nc1ccc(Cl)cc1	2	-2	-5	4	10	-4	99	-2	-1	-2.5
Cc1cc(-c2nnc(SCC(=O)c3ccc(Cl)cc3)o2)no1	-1	3	9	-15	-1	0	106	4	0	-0.1
Cc1cccc(NC(=O)CN2C(=S)NC(C)(C)CC2C)c1 (stereo not given)	0	0	-1	4	8	6	97	-2	2	-0.8
Cc1ccc(NC(=O)CSc2nc3ccccc3nc2N2CCOCC2)cc1	9	-2	1	-12	-3	-5	100	-5	-5	-1.0
Cc1cccnc1NC(=O)c1ccc(S(=O)(=O)N2CCCCCC2)cc1	3	-4	4	-8	7	0	97	8	-2	-3.3
CSCCC(NC(=O)C1CC1)c1nc2ccccc2[nH]1 (stereo not given)	-2	1	1	-20	-1	4	87	2	3	0.2
Cc1noc(C)c1NC(=O)N(C)C[C@@H]1Oc2ccc(NS(=O)(=O)c3c(C)noc3C)cc2C(=O)N([C@H](C)CO)C[C@H]1C	-2	9	-5	12	6	10	99	7	2	-1.5
CCc1c(C)nc2c(-c3ccccc3OC)c(C)[nH]n2c1=O	-1	-2	-3	16	-4	15	101	-4	3	0.2
Cc1cc(CC(C)C)n(-c2nc3ccccc3c(=O)n2OCC(=O)N(C)C)n1	-4	6	-1	-10	0	18	94	2	-2	-2.5
CCCCCCC(=O)N(O)C1CC(=O)N(c2ccc(C)cc2)C1=O (stereo not given)	4	8	0	33	2	-19	99	0	38*	0.0
O=C(NCc1cn2ccsc2n1)c1cccs1	7	4	-6	-6	0	14	93	-4	0	-1.1
O=C(NCCCC1CCCC1)C1CCC(=O)N(Cc2cccc(C(F)(F)F)c2)C1 (stereo not given)	3	6	4	-15	3	-4	93	-6	0	3.0
O=S(=O)(NCc1ccc2c(c1)OCO2)c1ccc2c(c1)oc1ccccc12	12	-4	-2	8	1	-18	103	12	2	3.4
CC(C)(C)c1ccc(OCCCn2ccnc2)cc1	4	3	-3	-22	6	-5	98	-2	-1	-0.2
CN(C)c1cccc(NC(=O)c2cccc3c(-c4ccc(F)c(F)c4)coc23)c1	5	-5	-4	12	x	-1	97	-5	0	0.2
CN1C(=O)C(c2cn(C)c3ccccc23)(c2cn(C)c3ccccc23)c2cc(Br)ccc21	x	-5	-13	-11	x	x	x	1	x	x
CCOc1ccccc1NC(=O)c1nc(-c2ccccc2)oc1C	4	2	-1	-4	6	4	102	4	5	-1.9
C=CC[C@@H](CC(=O)N[C@H](CO)Cc1ccccc1)C(=O)NCCOC(=O)[C@@H](CC=C)CC(=O)OC(C)(C)C	4	0	-1	0	0	3	97	2	2	0.6
O=C(NC(c1ccc(Cl)cc1)c1cnccn1)C1CCN(Cc2ccc(Oc3ccccc3)cc2)CC1 (stereo not given)	10	8	13	-38	x	4	94	-6	-4	-0.3
O=[N+]([O-])c1ccccc1/C=N\Nc1nccs1	0	8	-2	2	2	8	94	-7	-1	3.5
COc1ccc(CNC(=O)c2[nH]c(C(F)(F)F)nc2-c2ccccc2)cc1OC	x	-1	0	-45	x	2	97	-5	0	x
C=CCC1(CC=C)CCCN1C(=O)c1cc(COc2ccc(-n3cncn3)cc2)on1	-3	3	5	17	-8	-15	90	3	-3	-2.1
CC(C)COC(=O)NCC12C=CC(O1)C1C(=O)N(c3ccc(Cl)cc3)C(=O)C12 (stereo not given)	6	5	7	-27	-4	-27	104	3	5	-2.2
CC(C)CCNC(=O)C(c1ccco1)N(CC1CCCO1)C(=O)Cn1nnc2ccccc21 (stereo not given)	-2	-2	-4	-31	-1	11	96	-5	2	-1.4
CCN(CCNC(=O)C1CCN(S(=O)(=O)CC)CC1)c1ccccc1	0	0	1	21	-4	-2	100	-2	-1	-1.4
CNS(=O)(=O)c1ccc(NC(=O)Nc2ccc3c(c2)OCO3)cc1	5	12	-2	-12	4	-8	98	-6	-4	1.6
CCn1c(C)cc(C(=O)CSc2nnnn2C2CCCC2)c1C	2	-3	-4	-52	0	1	102	1	-13	-0.6
COc1ccc(NC(=O)Nc2ccccc2C(N)=O)cc1OC	1	-2	5	-15	6	2	96	-6	0	-1.5
CCOC(=O)CN1C(=O)N(CC(=O)OCC)C(c2ccccc2)(c2ccccc2)C1=O	-4	0	-5	2	-11	8	101	2	2	-0.3
COCCn1c(-c2ccc(OC)c(OC)c2)nc2ccccc21	2	0	-2	-27	4	11	95	0	0	-1.0
CCN(CC)C(=O)C1=C(C)N(Cc2ccccc2)C(=O)C(CC(=O)NC(c2ccccc2)c2ccccc2)C1 (stereo not given)	4	-9	2	-10	3	-10	94	-3	-2	-2.3
O=C(NCc1ccc(F)cc1)c1cnc2n(c1=O)CCS2	5	2	0	7	-3	6	101	-1	1	-0.4
O=C(Nc1ccc(Cl)cc1)N1CCCC1	2	-4	-13	x	-11	-6	100	5	2	1.2

Entries of single compounds from above. Order of screens: MC4R antag cAMP	ABHD5 PLIN5 PPI	NOD2-RIPK2 inh	NCOA2 inhibitor	TLR9-MyD88 block	Cardio protect	ABCB6 inh MLPCN	m5-HT2A agonist	Glyco luc inh	MC4R ag barr
COc1ccc(/C=C/C(=O)Nc2ccccc2)cc1OC is listed with 5	-3	-4	-20	0	0	100	-1	1	2.0
CCCOc1ccc(/C=N/Nc2ccccc2[N+](=O)[O-])c(O)c1 is listed with 12	2	5	-17	4	-5	92	-4	-18	-1.8
CCc1c(C)nc2c(-c3ccccc3OC)c(C)[nH]n2c1=O is listed with -1	-2	-3	16	-4	15	101	-4	3	0.2

Going on with the list.
SMILES	MC4R antag cAMP	ABHD5 PLIN5 PPI	NOD2-RIPK2 inh	NCOA2 inhibitor	TLR9-MyD88 block	Cardio protect	ABCB6 inh MLPCN	m5-HT2A agonist	Glyco luc inh	MC4R ag barr
CN1N=C2c3ccccc3CCC2C1c1ccc(Cl)cc1 (stereo not given)	5	0	-9	-8	3	0	99	-5	-9	-1.1
CC1=C(C(=O)Nc2ccccc2C(=O)N2CCCCC2)SCCO1	6	-10	2	4	-4	-2	107	1	1	-0.6
O=C(NNc1ccc([N+](=O)[O-])cc1[N+](=O)[O-])C1C2CCCCC21 (stereo not given)	4	-3	1	5	-8	-3	101	6	-3	-2.1
COCCCn1c(-c2ccc(Cl)cc2)n[nH]c1=S	-4	-1	-10	8	-5	-3	96	2	-1	4.1
COc1ccc(C(C(=O)NC2CCCCC2)N(C(=O)c2ccco2)c2ccccc2C(C)=O)cc1 (stereo not given)	7	6	4	8	5	1	96	0	-2	-0.8
CC1=Nc2ccccc2/C1=C/c1sc(=N)n(-c2nccs2)c1O	-1	16	13	x	2	47	135	-7	23	-3.1
CCCC(=O)Nc1ccc2c(c1)c1ccccc1n2CC	-1	-2	-9	-30	0	-3	99	5	6	-1.7

Compound activity deposited in PubChem BioAssay by several laboratories.
